High-throughput results from PubChem.
SUMO1 PPI mod = modulators of SUMO1 protein-protein interactions, primary screen, biochemical, uHTS; Small ubiquitin-related modifier 1 (Homo sapiens), P63165; AID 602429, 2012; inhibition, % at 20 µM; SUMO1 binding to a labelled peptide, TR-FRET, 1 h; 360,000 tested, 0.33% active; in the data active = inhibition above about 37%
Target sequence (P63165 whole entry, looked up): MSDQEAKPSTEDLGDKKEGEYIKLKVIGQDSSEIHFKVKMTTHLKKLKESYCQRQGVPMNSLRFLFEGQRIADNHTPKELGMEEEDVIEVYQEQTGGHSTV
DNMT1 inh = human DNMT1 methyltransferase inhibitors, primary screen, biochemical, molecular beacon, fluorescence, HinP1I cleavage, uHTS; DNA (cytosine-5)-methyltransferase 1 (Homo sapiens), P26358; inhibition (reported as % activation of signal), % at 10 µM; 360,000 tested, 0.83% active; in the data active = inhibition above about 50%
Rin1 Abl inh = inhibitors of Rin1-Abl protein binding, primary screen, biochemical, TR-FRET; inhibition, % at 7.35 µM; 360,000 tested, 0.4% active; in the data active = inhibition above about 5%, passing the limit was not always enough
NadD block = inhibitors of S. aureus NadD, primary screen, biochemical, colorimetric, uHTS; Nicotinate-nucleotide adenylyltransferase NadD (Staphylococcus aureus N315); purified NadD enzyme, colorimetric absorbance read-out; inhibition, % at 20 µM; 360,000 tested, 0.78% active; in the data active = inhibition above about 26%; note: some compounds past the cut are filed as inactive
LMPTP inh = LMPTP phosphatase inhibitors, primary screen, biochemical, fluorescence intensity, uHTS; AID 651560, 2012; recombinant LMPTP-A, OMFP fluorogenic substrate; 360,000 tested, 0.22% active; inhibition, % at 20 µM;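 active = compounds that cut the enzyme signal by at least half of the control window in the single-dose screen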;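 note: plate controls were DMSO wells with enzyme plus substrate for no effect and substrate without enzyme for full effect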
Target sequence (P24666 whole entry, looked up): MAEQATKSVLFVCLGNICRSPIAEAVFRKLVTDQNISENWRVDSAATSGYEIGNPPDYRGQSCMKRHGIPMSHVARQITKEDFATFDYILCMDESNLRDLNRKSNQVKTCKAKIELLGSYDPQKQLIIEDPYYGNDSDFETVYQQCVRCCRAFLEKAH
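Test system: LMPTP-A, protein tyrosine phosphatase of low molecular weight; Input: 0.625 nM enzyme; Incubation: 50 min dark incubation at room temperature; Signal: endpoint fluorescence intensity from OMFP dephosphorylation; Read-out basis: % inhibition versus control wells.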
Neddylation inh = inhibitors of cullin neddylation, primary screen, biochemical, TR-FRET, uHTS, NAE and Ubc12. NEDD8-conjugating enzyme Ubc12 (Homo sapiens) + NEDD8-activating enzyme E1 regulatory …. calls only at 25 µM. 360,000 tested, 0.58% active; in the data active = inhibition above about 36%
Target sequence (P61081 whole entry, looked up): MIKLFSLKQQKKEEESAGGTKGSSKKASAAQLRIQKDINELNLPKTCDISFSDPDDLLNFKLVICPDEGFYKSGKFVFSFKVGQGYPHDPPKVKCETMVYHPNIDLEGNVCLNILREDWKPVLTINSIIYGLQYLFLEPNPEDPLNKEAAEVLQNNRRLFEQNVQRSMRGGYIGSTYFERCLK
Target sequence (Q13564 whole entry, looked up): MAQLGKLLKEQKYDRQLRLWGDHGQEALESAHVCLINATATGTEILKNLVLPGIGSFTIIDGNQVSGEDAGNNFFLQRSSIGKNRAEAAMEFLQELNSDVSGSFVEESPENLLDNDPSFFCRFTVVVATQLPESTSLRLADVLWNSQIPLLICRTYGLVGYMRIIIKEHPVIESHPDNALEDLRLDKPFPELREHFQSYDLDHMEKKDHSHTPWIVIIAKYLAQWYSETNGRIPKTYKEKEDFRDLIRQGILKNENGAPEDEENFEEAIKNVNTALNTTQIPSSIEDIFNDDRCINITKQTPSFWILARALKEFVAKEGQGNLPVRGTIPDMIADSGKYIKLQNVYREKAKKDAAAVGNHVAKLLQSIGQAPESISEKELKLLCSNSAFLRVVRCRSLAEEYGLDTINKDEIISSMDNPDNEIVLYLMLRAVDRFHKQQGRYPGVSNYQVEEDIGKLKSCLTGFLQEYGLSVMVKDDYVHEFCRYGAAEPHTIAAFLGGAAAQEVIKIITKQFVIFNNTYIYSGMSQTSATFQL
CSN inh = inhibitors of CSN-mediated cullin deneddylation, primary screen, biochemical, fluorescence polarization, uHTS. COP9 signalosome complex subunit 5 (Homo sapiens), Q92905. Purified CSN, SCF-Nedd8-OG deneddylation. 360,000 tested, 0.38% active. inhibition, % at 12.5 µM;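 active = pattern-corrected inhibition above about 35%, with an unprinted fluorescence ratio check between 0.5 and 1.5, limit read from the data, passing the limit was not always enough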;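 note: 0% = enzyme with substrate and 100% = substrate without enzyme; some results filed as inactive read as strong as hits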
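Detection – fluorescence polarization · System – HEK293T-derived human Csn5 enzyme · Controls – substrate-only high control, full reaction low control · Timing – 90 min, room temperature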
STEP block = STEP phosphatase inhibitors, primary screen, biochemical, fluorescence intensity, uHTS | recombinant STEP, OMFP fluorogenic substrate | inhibition, % at 20 µM | 360,000 tested, 0.25% active;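 active = inhibition at 20 µM, scaled per plate between control wells, above about 37%, limit read from the data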;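 note: 0% = DMSO with enzyme and substrate and 100% = substrate only without enzyme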
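System: STEP phosphatase, cell-free reaction; Buffer or medium: Bis-Tris pH 6.0 buffer with DTT, detergent; Incubation: 20 min at room temperature, dark; Measured by: fluorescence, 480/540 nm.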
Scp1 inh = Scp-1 phosphatase inhibitors, primary screen, biochemical, colorimetric, uHTS; Recombinant Scp1, phosphopeptide, malachite green phosphate absorbance; 340,000 tested, 0.88% active; inhibition, % at 20 µM; AID 493091, 2011;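 active = inhibition above about 50% at 20 µM, limit read from the data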;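 note: plate controls were DMSO wells with enzyme for no effect and wells lacking enzyme for full effect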
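Test system – truncated SCP-1 phosphatase (76-261aa) · Reagent – Phosphorylated 17-residue peptide substrate · Incubation – 45 min room-temperature reaction, 5 min colour, 30 min stabiliser · Detection – colorimetric phosphate reagent with accelerator and stabiliser, absorbance at 630 nm · Measure – % inhibition at 20 µM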
Rpn11 block = Rpn11 (PSMD14) deubiquitinase inhibitors, primary screen, biochemical, fluorescence polarization, uHTS | human 26S proteasome, Ub4-pepOG fluorescence polarization; 20S core pre-blocked with epoxomicin | calls only at 20 µM | AID 588493, 2011 | 360,000 tested, 0.59% active;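 active = inhibition at 20 µM, scaled to each plate's controls, above about 33%, limit read from the data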
* marks the source's active call; other numbers are inactive results; i = inactive; · = not tested or not shown; + = active, no number.

mol | SUMO1 PPI mod | DNMT1 inh | Rin1 Abl inh | NadD block | LMPTP inh | Neddylation inh | CSN inh | STEP block | Scp1 inh | Rpn11 block
CC(=O)OC1CC(C)(C)N(OC(=O)CCCN2C(=O)c3ccccc3C2=O)C(C)(C)C1 | -7.0 | -0.2 | 1.2 | 6.5 | -0.5 | i | -0.3 | 1.8 | 5.5 | i
Cc1ccc(S(=O)(=O)N(CC(=O)NCCSCc2ccco2)c2cc(C)ccc2C)cc1 | 1.2 | -0.6 | 1.3 | -7.7 | 3.1 | i | 0.8 | 0.9 | -7.7 | i
CC(=O)Nc1ccc(NC(=O)C(C)OC(=O)c2ccccc2C(=O)c2ccc(Cl)c([N+](=O)[O-])c2)cc1 (centres undefined) | -13.7 | 2.8 | 0.9 | 3.0 | 1.2 | i | 4.7 | -0.9 | -30.4 | i
CCN(CC)S(=O)(=O)c1cc(NS(=O)(=O)c2cccs2)ccc1C | 0.0 | -0.4 | 1.5 | -5.1 | -1.4 | i | -0.1 | -2.4 | -6.8 | i
Cc1cc(C)cc(NC(=O)CS(=O)(=O)c2ccccc2)c1 | 4.3 | -2.2 | 0.6 | 0.1 | 0.0 | i | -7.9 | -1.1 | -5.1 | i
O=C(C1=C(O)C(=O)N(CCOCCO)C1c1cccs1)c1cccs1 (centres undefined) | -5.0 | 6.7 | -3.0 | 0.8 | -1.2 | i | 2.8 | 4.9 | -6.1 | i
C=CCn1c(O)c(N=NC(=O)c2ccc3c(c2)OCO3)c2ccccc21 | -4.7 | 8.3 | 0.7 | -5.8 | -1.2 | i | 4.0 | -3.4 | -4.5 | i
CCc1ccc(C(=O)Cc2cc3cccc(OC)c3oc2=O)cc1 | -6.9 | -0.2 | 8.5* | -7.5 | 1.7 | i | 0.5 | -0.1 | -11.0 | i
Cn1nc(C(C)(C)C)cc1C(=O)NNC(=O)c1cccc(Cl)c1 | 8.4 | 3.2 | 3.8 | -0.3 | -0.8 | i | -0.1 | -1.9 | -3.6 | i
CCOC(=O)N1CCN(C(=O)c2ccc(SC)cc2OC)CC1 | -0.9 | -1.0 | -1.5 | -6.2 | -0.1 | i | -0.2 | 4.6 | -8.3 | i
COc1ccc(Cc2c(O)nc(SC)n(C(C)=O)c2=O)cc1 | 3.9 | 1.7 | 0.5 | 1.3 | -0.8 | i | 0.2 | 1.5 | 2.6 | i
O=C(NC1CCN(C(=O)Nc2cccc(Cl)c2)CC1)C1CCCCC1 | 5.8 | -1.5 | 3.4 | -0.7 | -0.4 | i | -3.6 | -2.1 | 7.5 | i
COc1ccccc1NS(=O)(=O)c1cc(N=N/C(C(=O)Nc2ccc(Cl)cc2)=C(/C)O)ccc1C | 0.0 | 2.3 | 1.6 | 26.8 | 0.2 | i | 8.3 | 3.7 | -10.2 | +
COc1cc(NC(=S)NCCc2ccc(S(N)(=O)=O)cc2)c(OC)cc1Cl | -0.6 | -3.4 | 0.1 | 4.8 | -0.1 | i | 2.9 | 27.7 | -3.4 | i
CC(C)(C)c1ccc(OCCn2ccccc2=O)cc1 | -1.6 | 4.7 | 2.3 | -1.7 | 0.6 | i | 1.5 | 0.1 | 1.9 | i
CC(=O)Nc1ccc(-c2ccnc3c2CC(C)(C(=O)Nc2cccc(C(C)=O)c2)O3)cc1 (centres undefined) | 1.4 | -2.5 | 1.5 | 5.3 | -1.4 | i | -0.5 | 1.8 | · | i
O=c1c2ccccc2nc2c3ccccc3cnn12 | -25.2 | -0.7 | -6.8 | 2.1 | 0.4 | + | 6.0 | 3.1 | -0.7 | i
CCN1C(=O)/C(=C\N(C)C)c2ccccc21 | -4.3 | 0.6 | -0.6 | -0.5 | -0.7 | i | 6.2 | 4.5 | -4.3 | i
CCCC(=O)Nc1nc2ccc(NC(=O)c3ccc(Br)o3)cc2s1 | -1.2 | -10.3 | 0.9 | 0.6 | 1.6 | i | 2.0 | 1.8 | 1.7 | i
CCOC(=O)c1cc(C)n(CCCN2CCOCC2)c1C | -4.2 | 1.8 | 1.4 | 5.4 | -5.1 | i | 1.0 | -3.3 | -7.2 | i
O=C(CCl)Nc1ccccc1C(=O)NCc1ccccc1 | 5.4 | 4.2 | 2.4 | -6.2 | -0.9 | i | -1.1 | 1.9 | -9.4 | i
CC(=O)c1c(C)nc2sc3c(=N)n(N)cnc3c2c1-c1ccc(Cl)cc1 | -4.4 | 0.2 | -13.0 | -5.0 | -1.0 | i | 1.0 | -2.2 | -14.3 | i
NS(=O)(=O)c1ccc(NC(=O)CCC(=O)N2CCOCC2)cc1 | -6.4 | 1.1 | -0.4 | -4.4 | -2.1 | i | 2.6 | -0.4 | -1.8 | i
COc1ccc(NC(=O)C2Cc3c(-c4cccc(F)c4)ccnc3O2)cn1 (centres undefined) | 0.6 | 3.1 | -3.4 | -1.0 | -2.0 | i | 2.8 | -2.8 | · | i
COC(=O)c1cnn(-c2ccc(F)cc2F)c1/C=N/NC(N)=S | -10.4 | 0.4 | -3.5 | 0.0 | -0.7 | i | -0.3 | -1.9 | -5.0 | i
CCc1c(Nc2ccccc2C)nc(N)[nH]c1=O | 1.1 | 4.4 | 2.8 | 2.3 | 0.0 | i | -4.8 | -0.6 | -2.2 | i
CC(C)(C)OC(=O)N1CCN(C(=O)c2nc[nH]c2C(=O)N2CCN(c3ccccc3)CC2)CC1 | -1.4 | 6.4 | 3.7 | -2.2 | -1.3 | i | -3.3 | -2.2 | -2.3 | i
O=C(c1ccccc1)c1cccn1CC(=O)N1CCN(C2CCCCC2)CC1 | -2.8 | -3.6 | 3.9 | -1.8 | 0.2 | i | -3.2 | -6.0 | -4.4 | i
O=C(NCCN1CCCC(O)C1)c1cc(COc2c(F)cccc2F)on1 (centres undefined) | 0.2 | -1.3 | 5.4 | -1.7 | -1.4 | i | 0.6 | -3.4 | 7.7 | i
CCn1cc(/C=C(\NC(=O)c2ccccc2OC)C(=O)NCCN2CCOCC2)c2ccccc21 | -0.9 | 0.4 | -2.9 | -4.0 | 1.4 | i | -1.1 | -3.6 | · | i

Next part.
The line under a structure holds: SUMO1 PPI mod	DNMT1 inh	Rin1 Abl inh	NadD block	LMPTP inh	Neddylation inh	CSN inh	STEP block	Scp1 inh	Rpn11 block
COc1ccc(C2c3c(ncn(CCN4CCOCC4)c3=N)Oc3ccc4ccccc4c32)cc1 (centres undefined)
  -1.9	-7.7	0.1	3.8	2.5	i	3.2	1.8	-0.3	i
COC(=O)Cc1ccc(NC(=S)N2CCCCC2C)cc1 (centres undefined)
  -2.5	-0.1	1.7	4.3	-1.1	i	-8.6	2.2	-0.3	i
C[C@H]1CN([C@@H](C)CO)C(=O)CCCn2nncc2CO[C@H]1CN(C)C(=O)C1CC1
  2.8	2.2	-2.1	-0.7	-1.1	i	-1.2	-3.4	·	i
COc1ccc(S(=O)(=O)NC(=O)C2(C)CCN2C(=O)c2ccccc2CCc2ccccc2)cc1 (centres undefined)
  -0.9	3.3	-2.3	2.6	-1.4	i	-6.2	-0.9	·	i
O=C(c1cncc(Br)c1)N1CCN(S(=O)(=O)c2ccc3ccccc3c2)CC1
  -2.9	-1.9	3.6	0.7	0.5	i	3.2	0.7	-5.2	i
CCCn1c(SCC(=O)N2CC(=O)Nc3ccccc32)n[nH]c1=O
  3.3	2.2	2.6	-0.5	-2.5	i	2.7	1.8	-3.8	i
CCC(C(=O)OCC(=O)Nc1c(C)n(C)n(-c2ccccc2)c1=O)c1ccccc1 (centres undefined)
  -2.7	-0.6	3.0	4.6	-2.4	i	4.0	-2.2	-5.6	i
O=C(NCc1ccccc1)NC1CC2CCC(C1)N2Cc1ccco1 (centres undefined)
  -2.6	3.5	2.8	1.0	0.5	i	6.4	-2.2	22.1	i
Clc1ccc(CN2CCC(c3nc4ccc(Cl)cc4[nH]3)CC2)cc1
  -6.5	-10.0	-0.6	-4.0	0.8	i	3.6	1.8	-10.8	+
COCC(=O)Nc1cc(C(=O)OC)cc(C(=O)OC)c1
  -3.1	-1.5	-0.1	-2.6	-0.9	i	-8.6	-2.2	-4.8	i
O=C(Nc1nnc(SCc2c(Cl)cccc2Cl)s1)C1CCCO1 (centres undefined)
  4.7	-1.0	3.7	-6.5	0.7	i	-2.0	0.4	-6.5	i
COc1ccc(C(=O)/C=C/c2ccc(OCc3ccccc3)cc2)cc1CSCC(=O)O
  8.0	7.5	-1.2	26.0*	4.5	i	20.9	5.9	-7.6	i
COC(=O)c1cc(COc2ccc3c4c(c(=O)oc3c2)CCCC4)c(C)o1
  -3.2	3.6	2.1	-4.7	1.3	i	1.1	0.0	-2.7	i
CC1Cc2cc(/C(O)=C3/C(=O)C(=O)N(CCCn4ccnc4)C3c3ccncc3)ccc2O1 (centres undefined)
  -1.6	1.6	0.8	-3.1	-4.4	i	5.3	12.7	-4.3	i
COc1ccc(NC(=O)CN2C(=O)NC(C)(c3ccc(C)cc3)C2=O)c([N+](=O)[O-])c1 (centres undefined)
  -25.8	2.7	0.8	-10.6	-2.6	i	-3.7	-0.4	-5.5	i
COc1ccc(-c2ccnc(SCC(=O)c3ccc(Br)cc3)n2)cc1
  -5.4	-5.2	2.1	-0.4	2.6	i	-5.9	-0.5	-5.3	i
Cc1ccc(-c2nn(-c3ccccn3)c(=O)c3ccccc23)cc1
  -3.6	5.3	0.3	6.1	0.4	i	21.0	-3.3	12.4	i
CN(C)c1ccc(-c2ccc([C@H]3[C@@H]4C=CCC[C@@]4(C)C(=O)N3Cc3ccccc3)c(F)c2)cc1
  2.0	-6.7	0.6	19.2	7.5	·	-4.9	-0.4	14.4	i
CC(C)N(Cc1ccccc1)S(=O)(=O)c1ccc(Cl)nc1
  1.6	-0.8	-2.8	-1.7	1.4	i	2.8	2.1	-8.2	i

Complete entries from above.
`CC(C)N(Cc1ccccc1)S(=O)(=O)c1ccc(Cl)nc1` is entered as SUMO1 PPI mod: 1.6; DNMT1 inh: -0.8; Rin1 Abl inh: -2.8; NadD block: -1.7; LMPTP inh: 1.4; Neddylation inh: i; CSN inh: 2.8; STEP block: 2.1; Scp1 inh: -8.2; Rpn11 block: i
`Cc1ccc(-c2nn(-c3ccccn3)c(=O)c3ccccc23)cc1` is entered as SUMO1 PPI mod: -3.6; DNMT1 inh: 5.3; Rin1 Abl inh: 0.3; NadD block: 6.1; LMPTP inh: 0.4; Neddylation inh: i; CSN inh: 21.0; STEP block: -3.3; Scp1 inh: 12.4; Rpn11 block: i
